Source: PubChem (several laboratories)
IMP-1 inh: inhibitors of Pseudomonas aeruginosa IMP-1 metallo-beta-lactamase | purified IMP-1, nitrocefin hydrolysis, epi-absorbance fluorescence | inhibition, % at 5.6 µM | 290,000 compounds, 0.45% hits;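 active means inhibition above the mean plus 3 SD of all compounds in the same screening run, cut at about 4.5% in these data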;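 further: 0% = IMP-1 with DMSO and 100% = DMSO wells lacking enzyme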
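System: Purified recombinant IMP-1 metallo-beta-lactamase enzyme | Measured by: Fluorescence quenching readout, ex 480/em 530 nm | Replication: Singlicate | Incubation: 15 min preincubation plus 25 min reaction at 25 °C | Evaluation: Percent inhibition from optical density relative to buffer-blank wells | Benchmarks: DMSO with and without IMP-1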
SUMO HTRF inh: blocks human SUMOylation mediated by UBC9; HTRF SUMOylation assay, SAE1/SAE2 + UBC9, in vitro; inhibition, % at 35 µM; 290,000 compounds, 0.36% hits; in the data active means inhibition above about 50%, passing the limit was not always enough; further: strong numbers were not always called active
FID counter: displaces DNA intercalator in HCV helicase counter-screen; DNA fluorescent intercalator displacement, fluorescence; inhibition, % at 7.9 µM; 290,000 compounds, 0.17% hits; AID 1845; in the data active means inhibition above about 37%;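 further: 0% = vehicle and 100% = reference compound; higher means more ethidium bromide displaced from hairpin DNA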
pCIP destab: p/CIP protein destabilization; Q05BA5; 290,000 compounds, 0.01% hits; F442A p/CIP-EGFP cells, EGFP fluorescence, 16 h; decrease of EGFP signal, % at 10 µM; AID 1984;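 active means EGFP signal decrease of at least 30% at 10 µM or well 3 SD below plate mean, unless failing retest; inactive means the rest, including hits failing retest or dose response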; further: some compounds called inactive have numbers as strong as hits; many of its hits are not listed in these tables
Target sequence (Q05BA5 1-1403): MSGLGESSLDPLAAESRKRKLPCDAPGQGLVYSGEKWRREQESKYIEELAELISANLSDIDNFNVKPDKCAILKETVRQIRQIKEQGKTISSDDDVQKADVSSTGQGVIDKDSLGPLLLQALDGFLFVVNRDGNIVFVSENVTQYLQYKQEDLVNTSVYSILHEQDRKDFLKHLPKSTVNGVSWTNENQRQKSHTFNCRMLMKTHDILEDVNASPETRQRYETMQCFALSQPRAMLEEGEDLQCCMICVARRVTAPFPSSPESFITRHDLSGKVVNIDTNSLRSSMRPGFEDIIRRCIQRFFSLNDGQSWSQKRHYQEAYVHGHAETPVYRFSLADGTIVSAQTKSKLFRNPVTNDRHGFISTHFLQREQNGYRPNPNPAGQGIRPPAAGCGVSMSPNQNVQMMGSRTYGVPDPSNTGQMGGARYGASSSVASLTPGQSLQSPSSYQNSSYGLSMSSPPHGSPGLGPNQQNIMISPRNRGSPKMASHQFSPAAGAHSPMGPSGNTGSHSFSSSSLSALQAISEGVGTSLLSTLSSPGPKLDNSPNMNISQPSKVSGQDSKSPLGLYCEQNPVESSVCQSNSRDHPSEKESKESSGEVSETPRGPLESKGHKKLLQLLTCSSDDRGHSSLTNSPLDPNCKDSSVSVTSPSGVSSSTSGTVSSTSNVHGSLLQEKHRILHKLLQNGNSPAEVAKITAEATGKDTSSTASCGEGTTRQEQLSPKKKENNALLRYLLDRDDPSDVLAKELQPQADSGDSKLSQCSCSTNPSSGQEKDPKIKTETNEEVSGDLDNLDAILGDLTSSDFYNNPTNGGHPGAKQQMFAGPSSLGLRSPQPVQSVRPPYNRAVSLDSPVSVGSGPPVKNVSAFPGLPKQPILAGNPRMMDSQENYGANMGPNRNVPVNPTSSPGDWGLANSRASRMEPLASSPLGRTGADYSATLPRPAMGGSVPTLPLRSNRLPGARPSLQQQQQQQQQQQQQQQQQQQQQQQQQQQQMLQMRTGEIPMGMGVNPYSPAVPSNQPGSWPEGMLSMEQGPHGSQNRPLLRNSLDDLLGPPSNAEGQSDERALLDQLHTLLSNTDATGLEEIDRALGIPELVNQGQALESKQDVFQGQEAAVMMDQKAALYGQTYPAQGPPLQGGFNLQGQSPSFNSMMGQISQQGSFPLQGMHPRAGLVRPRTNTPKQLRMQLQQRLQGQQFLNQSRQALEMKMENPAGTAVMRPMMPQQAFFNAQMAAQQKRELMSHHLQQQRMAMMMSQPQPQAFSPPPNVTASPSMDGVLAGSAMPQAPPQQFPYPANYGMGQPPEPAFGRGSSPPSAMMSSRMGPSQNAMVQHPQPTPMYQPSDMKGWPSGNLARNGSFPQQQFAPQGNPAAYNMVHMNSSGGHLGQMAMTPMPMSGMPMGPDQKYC
HCV NS3 hel inh: blocks Hepatitis C virus NS3 helicase unwinding. NS3 helicase DNA unwinding, Cy5 molecular beacon fluorescence. inhibition, % at 10.9 µM. 290,000 compounds, 0.56% hits. AID 1800;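 active means inhibition above the mean of all tested compounds plus 3 SD, set per campaign, cut at about 35% in these data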;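 further: 0% = DMSO wells and 100% = thioflavine S control wells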
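Control set: DMSO versus 110 µM thioflavine S; Material: NS3 helicase fragment of HCV; Measured by: Cy5 fluorescence at 0 and 60 min, beacon hairpin quenching; Read-out basis: percent inhibition from t60/t0 fluorescence ratio; Times: reaction time 60 min, 25 °C; Repeats: single replicate; Compound dosing: single dose, 10.9 µM nominal final, DMSO 0.8% final.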
IDE cell activ: activators of human insulin-degrading enzyme in cells | P14735 | HEK cells, FAbeta-B cleavage, fluorescence polarization; 0% vehicle, 100% cell-free pure enzyme wells | activation, % at 5.96 µM | 340,000 compounds, 0.073% hits | AID 493087;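 active means activation above the mean of all tested compounds plus 3 SD, set per screening campaign, cut at about 17% in these data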
VIM-2 inhibitor: blocks Pseudomonas aeruginosa VIM-2 metallo-beta-lactamase | 290,000 compounds, 0.89% hits | inhibition, % at 5.6 µM | purified VIM-2, nitrocefin hydrolysis, epi-absorbance fluorescence;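 active means inhibition above the mean of all tested compounds plus 3 SD, cutoff set per screening run, cut at about 7.5% in these data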;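 further: red hydrolysis product quenches plate fluorescence so inhibitors raise well fluorescence; 0% = enzyme with DMSO and 100% = DMSO without enzyme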
M18AAP inhibitor: PfM18AAP enzyme inhibition; inhibition, % at 7.35 µM; 290,000 compounds, 1.2% hits; recombinant PfM18AAP, H-Glu-NHMec fluorogenic cleavage;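 active means inhibition above the campaign mean inhibition over all tested compounds plus 3 SD, cut at about 28% in these data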;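 further: 0% = plate median of test compound wells and 100% = 2 mM ZnCl2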
IDE cell inh: inhibits human insulin-degrading enzyme in HEK cells; FAbetaB cleavage, fluorescence polarization; inhibition, % at 5.59 µM; 320,000 compounds, 0.41% hits;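 active means percent inhibition above the average of all tested compounds plus 3 SD, set per screening campaign, cut at about 16% in these data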;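 further: IDE supplied by intact live HEK cells; FP after avidin binding of uncleaved biotin substrate so inhibition keeps polarization high; 0% = DMSO wells and 100% = 60 µM reference IDE inhibitor Ii1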
Starred values were filed as active, the others as inactive; . = not tested or not shown.

Values run as follows: IMP-1 inh, SUMO HTRF inh, FID counter, pCIP destab, HCV NS3 hel inh, IDE cell activ, VIM-2 inhibitor, M18AAP inhibitor, IDE cell inh
C/C(=N\Nc1ccc(C(F)(F)F)cc1[N+](=O)[O-])C(C)C
→ -2.8, -6, -3, -6, 3, -3, -2.9, 1, -2
CCOc1ccc(-n2c(=O)[nH]cc(C(=O)N3CCCc4ccccc43)c2=O)cc1
→ -1.8, 1, -18, -7, 2, 1, -1.6, -3, 1
c1ccc(-n2nnnc2SCc2cccc3nsnc23)cc1
→ -1.2, 14, -5, -4, 11, 3, -2.0, 4, -3
COc1ccc(OC)c(Nc2nc(-c3ccccc3O)nc3ccccc23)c1
→ -1.7, 27, 1, -3, -5, 4, -1.5, 1, 4
COc1cc(NC(=O)CCNC(=O)Cn2cnc3sc4c(c3c2=O)CCCC4)cc(OC)c1OC
→ -0.7, 4, -25, 0, 1, 1, -1.8, 1, -3
Cc1ccccc1N(C(=O)CCC(=O)Nc1ccccn1)C(C(=O)NC(C)C)c1ccc(O)cc1 (stereo not given)
→ -2.5, 4, -31, -4, -3, 3, -2.4, -5, .
Cc1ccc(SCC(=O)N2CCC(C(N)=O)CC2)cc1
→ -1.2, -6, -3, 6, -12, 2, 0.1, -4, 0
O=C(/C=C/c1ccco1)Nc1ccc(-c2nc3ccccc3[nH]2)cc1
→ 0.3, 34, 13, -15, -59, -2, -1.0, -31, 8
COc1ccccc1-n1c(=O)[nH]c2c(C(N)=O)nc(C3CCCCC3)nc21
→ -3.4, 8, -31, 0, -12, 4, -0.7, 7, 0
CN1CCN(c2nc(NCCOC34CC5CC(CC(C5)C3)C4)nc(OCC(F)(F)F)n2)CC1
→ -2.7, -11, 0, -1, -15, 6, -6.5, 3, 6
Cc1cccc(CN2CCOCCS2(=O)=O)c1
→ -0.8, 0, -5, -8, -17, 1, -1.0, -1, -2
CCc1ccc(N2CC(C(=O)N3CCCC3)CC2=O)cc1 (stereo not given)
→ -0.6, 1, -9, 5, -1, 4, 0.0, -3, -6
NC1=NC(=O)C2(COC(c3cccnc3)OC2)S1 (stereo not given)
→ 0.5, 9, 5, 1, -6, 0, 1.8, -8, 2
COc1ccc(Cn2c(C3CC3)nc3ccc(NC(=O)C4CC4)cc3c2=O)cc1
→ -2.4, 18, -3, -3, -1, 5, -1.9, -2, 7
CCc1nn(CC(=O)N(C)C2CCCCC2)c(=O)c2cc3cc(C)ccc3n12
→ -0.5, -3, -24, -1, 13, 0, 1.8, 0, 3

(continued)
Values run as follows: IMP-1 inh, SUMO HTRF inh, FID counter, pCIP destab, HCV NS3 hel inh, IDE cell activ, VIM-2 inhibitor, M18AAP inhibitor, IDE cell inh
NS(=O)(=O)c1cccc(NC(=O)COC(=O)C2(c3cccc(F)c3)CCCC2)c1
→ -4.4, 9, -11, -12, -4, 7, -6.1, -1, 1
CN(CP(=O)(O)C(O)c1ccccc1)S(C)(=O)=O (stereo not given)
→ -2.0, 4, 5, -23, -15, 1, -1.3, 0, 2
CC1CN(C(=O)c2cc(S(=O)(=O)N3CCCC3)c(Cl)cc2Cl)CC(C)O1 (stereo not given)
→ -3.1, -8, -4, -4, 1, -3, -0.3, -9, 1
O=C(CSc1nc(N2CCCCC2)nc(N2CCCCC2)n1)N1CCN(c2ccccc2)CC1
→ -1.3, -17, -1, -10, 2, 2, -4.5, 4, .
CC(C)c1ccc(C(=O)N2CCN(CCO)CC2)cc1
→ -2.5, 20, -7, -1, 15, 0, -2.5, 3, -5
CC(C)(C)NC(=O)N1CCN(c2nc3ccc(Cl)cc3s2)CC1
→ -0.5, 11, -31, -8, -7, -10, -2.6, -1, 2
COc1ccccc1OCCOCCN1CCCC1
→ -2.0, 4, 2, 1, -3, 6, -1.6, 0, -3
COc1ccc(C)cc1N(CC(=O)NC(C)c1ccccc1)S(C)(=O)=O (stereo not given)
→ -3.0, 19, -28, -7, 0, 3, -2.6, -5, 9
Cc1ccc(N(CCCCN2C(=O)c3ccccc3C2=O)C(=O)c2cccs2)cc1
→ -2.6, -8, -3, 1, -1, 5, -3.9, -3, -1
O=C(NCCc1ccc(Cl)cc1)c1ccc2nc(N3CCOCC3)sc2c1
→ 1.8, 9, -32, 4, -4, -2, 1.1, -2, 1
O=C(NCc1ccc(F)cc1)N[C@@H](Cc1ccccc1)C(=O)O
→ 0.1, -4, 1, -10, 0, -2, 1.8, -3, -4
O=c1c2ccccc2n2nnnc2n1-c1ccccc1
→ -2.0, 14, -1, 0, 2, 1, -3.7, 4, 4
CCN(CC)C(=O)Oc1ccc(Br)cc1C(=O)Nc1ccc(F)c(Cl)c1
→ 0.0, -5, -9, 3, 6, 1, 0.3, -9, -2
CCOC(=O)N1CCN(C(=O)c2cn(CC(C)C)c(=O)c3c2c2ccccc2n3C)CC1
→ -3.5, 13, -25, -4, 5, -5, -2.2, 4, 5
O=C(N/N=C/c1ccc(O)c(O)c1)N/N=C/c1ccc(O)c(O)c1
→ -3.0, ., -9, -2, 25, 3, -1.2, 80*, .

New compounds follow
Values run as follows: IMP-1 inh, SUMO HTRF inh, FID counter, pCIP destab, HCV NS3 hel inh, IDE cell activ, VIM-2 inhibitor, M18AAP inhibitor, IDE cell inh
C=CCn1c(-c2cc(-c3ccccc3)sc2N)n[nH]c1=S
→ -1.4, -3, -9, 6, 12, ., -2.3, 28*, 3
COc1cccc2cc(C(=O)C3=C(O)C(=O)N(CCN4CCOCC4)C3c3cccs3)oc12 (stereo not given)
→ -3.6, -14, 4, -2, -5, 8, 0.6, -2, 3
CCN(CC)S(=O)(=O)c1ccc(Cl)c(NC2=NCCCCC2)c1
→ -2.5, -4, -2, -11, 28, 4, -3.1, -9, 2
COc1cccc(OC)c1C(=O)OCC(=O)NCCCc1ccccc1
→ 0.0, 19, -26, -5, -3, 1, -0.5, -6, -2
O=C(NCc1ccco1)c1ccc(-c2ccccc2Cl)o1
→ -2.4, 9, -28, 1, 1, 10, -1.7, 2, -4
Cc1ccc(OCC(=O)Nc2ccc(CN3CCOCC3)cc2)cc1C
→ -2.8, 7, -1, -7, -3, 0, -2.2, -3, 0
Cc1ccc(C(C)(C)C)c(OCCOCCN2CCCC2)c1
→ -0.9, 14, 14, -22, -20, -1, 1.4, -18, -6
COc1ccc(C(=O)NCC(=O)N/N=C/c2cccnc2)cc1
→ -2.5, 14, -5, -2, -5, 6, -1.4, -5, -10
COCCN(CCOC)C(=O)Nc1ccc(Cl)cc1
→ -5.5, 12, 0, -19, 1, -5, -4.7, -4, 7
Cc1ccc(-c2csc3ncnc(NS(=O)(=O)c4ccc(Cl)cc4)c23)cc1
→ -3.3, 6, -13, -3, 50*, 3, -2.3, 3, 0
Cc1ccc(S(=O)(=O)NCCC(=O)Nc2ccc(C)cc2C(=O)c2ccccc2)cc1
→ 0.3, -12, -28, 5, -6, -1, -2.9, 2, -1
C=CCSc1nc(-c2ccccc2)c(C#N)c(=O)[nH]1
→ -1.6, 3, -21, -1, 34, 2, -0.8, 7, -3
OCC[C@@H]1C[C@H](O)[C@@H](O)[C@]2(OCCc3ccccc32)O1
→ -2.0, 13, -5, -6, -1, 3, -0.8, -1, 4
C/C=C/c1ccc(Oc2nnnn2-c2ccc(C(=O)O)cc2)c(OC)c1
→ -0.6, 19, -29, -9, 8, 0, 0.0, 0, 2
CCCCc1cc(=O)oc2c(CN(C)C)c(O)ccc12
→ -1.3, 36, 2, -9, 0, 4, -1.4, 2, 0

Next part.
Values run as follows: IMP-1 inh, SUMO HTRF inh, FID counter, pCIP destab, HCV NS3 hel inh, IDE cell activ, VIM-2 inhibitor, M18AAP inhibitor, IDE cell inh
Cc1noc(C)c1COc1ccc(C(=O)N2CCCC(C(F)(F)F)C2)cc1 (stereo not given)
→ -1.9, 18, -33, -3, -1, 0, -3.4, 2, -1
CCc1c(C(=O)N/N=C/c2ccsc2)csc1C
→ -2.5, -2, -4, -14, -3, 3, -4.3, -5, -7
Cc1ccc(-n2nnnc2/C=C\Nc2cc(C)on2)cc1
→ -1.6, -2, -9, 0, -1, 1, 0.1, 6, 1
COCCn1c(C)c(C)c(S(=O)(=O)c2ccccc2)c1N
→ -0.5, 14, -2, 8, -14, 4, -1.6, 8, 9
C=CCN=C1S/C(=C/c2ccc([N+](=O)[O-])cc2)C(=O)N1CC=C
→ -1.0, 24, 0, -21, 2, -2, -0.2, -7, 1
Cc1cccn2c(=O)c(/C=C(\C#N)C(=O)NCc3ccco3)c(N3CCC(C(N)=O)CC3)nc12
→ -2.9, 23, 1, -4, 2, 3, -3.1, -1, 3
COCCNC(=O)c1ccc(Cl)c(S(=O)(=O)Nc2cccc(C)c2C)c1
→ 0.5, 2, -20, -7, -3, 5, -0.1, -3, 1
Cc1ccc(NC(=O)CSc2nnnn2-c2ccc3c(c2)OCO3)cc1C
→ -5.2, 16, 2, -5, 8, 13, -4.4, 1, 4
O=C(COc1ccc(Cl)cc1)NCc1ccc(F)cc1
→ -0.1, 9, -9, -4, -5, 1, -0.6, -11, -4
Cc1c(C)n(CCCN(C)C)c2ncnc(Nc3ccccc3)c12
→ -0.6, 1, 12, 4, -9, 0, -0.6, -6, -5
COc1ccc(NC(=S)NNC(=O)c2cccs2)cc1
→ 0.6, 2, -2, -14, 13, -3, -0.9, 11, -1
COc1cc(NC(=O)c2ccccn2)cc(OC)c1OC
→ -2.2, 10, -6, -6, 1, -1, -2.5, -10, 2
COCCN(CC1CCCN(C2Cc3ccccc3C2)C1)C(=O)CCC(N)=O (stereo not given)
→ -0.6, -2, 3, -8, -9, 3, -1.4, 1, 0
O=C(Nc1ccc(F)cc1)c1csc(Cc2ccccc2)n1
→ -3.7, -11, -11, 1, -6, -1, -1.5, -12, 3
CNS(=O)(=O)c1cn(CC(=O)NCc2cccc(OC)c2)cc1S(=O)(=O)NC
→ -1.9, 4, -2, -2, 5, 3, 1.7, -9, -2
O=C(CNc1ccc(Br)cc1)c1ccc(O)cc1
→ -1.6, 0, -3, 9, 2, -2, -1.2, 6, 1
O=C(CN1CCC(C(=O)c2ccc(Cl)cc2)CC1)Nc1ccc2c(c1)OCCO2
→ -1.1, -4, 1, 4, -44, -1, -3.0, 1, 0
O=C(NCc1ccccc1)C1=C[C@H](C2CC2)C[C@H](OCc2ccc(CO)cc2)O1
→ -0.7, 11, -31, -16, -11, 0, 1.2, -6, 0
